# MITF inh: inhibitors of human MITF; O75030; AlphaScreen MITF homodimerization, bead proximity signal; inhibition, % at 2.6 µM; 650,000 tested, 0.91% active; in the data active = inhibition above about 50%;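 also: 0% = vehicle wells with protein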
# Target sequence (O75030 whole entry, looked up): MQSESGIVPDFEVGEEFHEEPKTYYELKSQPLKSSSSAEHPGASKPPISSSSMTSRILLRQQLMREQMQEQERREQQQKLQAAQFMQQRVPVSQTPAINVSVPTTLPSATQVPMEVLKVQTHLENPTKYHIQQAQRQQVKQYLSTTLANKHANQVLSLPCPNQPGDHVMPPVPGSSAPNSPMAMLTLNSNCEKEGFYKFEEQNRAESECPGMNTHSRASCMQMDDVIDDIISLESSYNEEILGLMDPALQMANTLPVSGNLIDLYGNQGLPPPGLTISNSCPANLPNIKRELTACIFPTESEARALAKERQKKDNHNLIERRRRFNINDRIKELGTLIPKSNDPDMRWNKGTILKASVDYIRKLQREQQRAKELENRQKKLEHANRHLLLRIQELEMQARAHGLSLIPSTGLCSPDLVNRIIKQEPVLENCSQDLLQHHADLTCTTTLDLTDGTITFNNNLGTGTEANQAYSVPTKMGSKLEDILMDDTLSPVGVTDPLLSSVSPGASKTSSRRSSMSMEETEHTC
# GPR151 ag: activates the human receptor GPR151. PathHunter beta-arrestin GPR151 cells, luminescence. activation, % at 11.2 µM. 650,000 tested, 1% active; in the data active = activation above about 4.9%;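 also: 0% = median of compound wells and 100% = cells with positive control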
# Target sequence (Q8TDV0 whole entry, looked up): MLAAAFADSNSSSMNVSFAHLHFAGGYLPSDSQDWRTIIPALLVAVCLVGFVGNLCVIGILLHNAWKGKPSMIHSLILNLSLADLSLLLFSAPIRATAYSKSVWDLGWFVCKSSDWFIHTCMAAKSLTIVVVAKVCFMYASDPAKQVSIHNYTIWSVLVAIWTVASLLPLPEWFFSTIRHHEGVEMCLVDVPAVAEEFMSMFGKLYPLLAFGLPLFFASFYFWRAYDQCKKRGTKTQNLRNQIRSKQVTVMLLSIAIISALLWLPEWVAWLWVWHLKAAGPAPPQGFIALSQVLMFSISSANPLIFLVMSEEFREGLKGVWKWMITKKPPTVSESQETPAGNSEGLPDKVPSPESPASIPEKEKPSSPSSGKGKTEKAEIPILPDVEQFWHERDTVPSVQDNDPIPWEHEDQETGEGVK
# TEAD-YAP block: TEAD-YAP interaction inhibition | HEK-TIYL cells, TEAD-Gal4/YAP UAS-luciferase luminescence | inhibition, % at 9.12 µM | 640,000 tested, 1.4% active | AID 1259422; in the data active = inhibition above about 32%;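 also: 0% = median of test compound wells and 100% = reference inhibitor wells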
# FBW7 activator: activators of human E3 ligase FBW7; AlphaScreen FBW7–phospho-cyclin E peptide binding, activator screen; normalized activity (activation), % at 26.1 µM; 650,000 tested, 0.13% active; Q969H0; AID 1259310; in the data active = normalized activity above about 1.9%;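 also: purified mutant Fbw7 with reduced substrate affinity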
# * marks the source's active call; other numbers are inactive results.
# Start of the data: the first 15 entries as a preview:
SMILES,MITF inh,GPR151 ag,TEAD-YAP block,FBW7 activator
CCOc1ccccc1CNCc1cc(NC(=O)c2ccccn2)cc(C(=O)N(C)C)c1,9,2.6,7,0.1
O=C(Oc1ccc2ccccc2c1)c1ccc(C(=O)Oc2ccc3ccccc3c2)nc1,0,-0.8,-6,-0.1
Cc1ccc(NC(=O)c2cc([N+](=O)[O-])ccc2Cl)cc1C,10,-0.6,-21,0.0
CC(NCCN(C)C)C(=O)NCc1ccco1 (stereo not drawn),-1,0.8,-2,0.3
COCCCNc1nc2c(c(=O)n(C)c(=O)n2C)n1Cc1ccccc1F,-2,-0.5,0,0.2
Cc1ccccc1CN1CCCNC1=O,3,-0.1,-5,-0.2
CCOC(=O)c1c(NC(=O)c2ccc(Oc3ccccc3)cc2)sc2c1CCCC2,13,0.3,5,0.0
CC12CCC(C(=O)NNc3ccccc3)(OC1=O)C2(C)C (stereo not drawn),5,-0.3,1,-0.1
COc1ccc(NC(=O)c2cnn3c(C(F)(F)F)cc(-c4cccs4)nc23)c(OC)c1,-2,-0.2,-5,0.1
O=C(O)C1CCCN1C(=O)Nc1cccc(Cl)c1 (stereo not drawn),11,-1.0,-1,-0.1
CCOc1ccc(C(=O)C[n+]2ccsc2N)cc1,15,-3.1,-9,0.3
COC(=O)c1ccccc1NC(=O)NNC(=O)c1cc2ccccc2cc1O,8,2.5,1,0.3
CCOC(=O)C1=C(C)NC(=O)NC1c1cc(Br)ccc1O (stereo not drawn),-1,-1.5,1,0.6
Cc1ccc(OCC(=O)Nc2ccncc2)cc1C,-4,4.9*,7,-0.1
CSc1nc2ccc([N+](=O)[O-])cc2o1,7,0.2,-1,0.1

# Main list, from the start:
SMILES,MITF inh,GPR151 ag,TEAD-YAP block,FBW7 activator
CCOc1ccccc1CNCc1cc(NC(=O)c2ccccn2)cc(C(=O)N(C)C)c1,9,2.6,7,0.1
O=C(Oc1ccc2ccccc2c1)c1ccc(C(=O)Oc2ccc3ccccc3c2)nc1,0,-0.8,-6,-0.1
Cc1ccc(NC(=O)c2cc([N+](=O)[O-])ccc2Cl)cc1C,10,-0.6,-21,0.0
CC(NCCN(C)C)C(=O)NCc1ccco1 (stereo not drawn),-1,0.8,-2,0.3
COCCCNc1nc2c(c(=O)n(C)c(=O)n2C)n1Cc1ccccc1F,-2,-0.5,0,0.2
Cc1ccccc1CN1CCCNC1=O,3,-0.1,-5,-0.2
CCOC(=O)c1c(NC(=O)c2ccc(Oc3ccccc3)cc2)sc2c1CCCC2,13,0.3,5,0.0
CC12CCC(C(=O)NNc3ccccc3)(OC1=O)C2(C)C (stereo not drawn),5,-0.3,1,-0.1
COc1ccc(NC(=O)c2cnn3c(C(F)(F)F)cc(-c4cccs4)nc23)c(OC)c1,-2,-0.2,-5,0.1
O=C(O)C1CCCN1C(=O)Nc1cccc(Cl)c1 (stereo not drawn),11,-1.0,-1,-0.1
CCOc1ccc(C(=O)C[n+]2ccsc2N)cc1,15,-3.1,-9,0.3
COC(=O)c1ccccc1NC(=O)NNC(=O)c1cc2ccccc2cc1O,8,2.5,1,0.3
CCOC(=O)C1=C(C)NC(=O)NC1c1cc(Br)ccc1O (stereo not drawn),-1,-1.5,1,0.6
Cc1ccc(OCC(=O)Nc2ccncc2)cc1C,-4,4.9*,7,-0.1
CSc1nc2ccc([N+](=O)[O-])cc2o1,7,0.2,-1,0.1
O=C(CN1CCC(N2CCCCC2)CC1)Nc1ccc(C(=O)N2CCCC2)cc1,8,0.5,-4,-0.2
CC(=O)N1CCN(c2ccc([N+](=O)[O-])c(NCCc3ccccc3)c2)CC1,6,-0.2,8,-0.1
Cc1cc(NC(=O)CCCN2C(=O)c3cccnc3C2=O)ccc1Br,3,0.1,-9,-0.3
Cc1ccc(NC(=O)CNc2ccc(OC(C)C)cc2)cc1,12,-0.9,14,0.2
COc1cc(C2Nc3ccc(Br)cc3-c3nnc(SC)nc3O2)cc(OC)c1O (stereo not drawn),1,3.6,-11,-0.2
Cc1ccc(Nc2ncnc3c2cnn3-c2cccc(C)c2)cc1,3,1.7,-53,0.0
CC(NC(=O)C1CCCN(S(=O)(=O)N2CCCCC2)C1)C12CC3CC(CC(C3)C1)C2 (stereo not drawn),-10,1.3,7,-0.1
COc1cccc(CNC(=O)C2CSC3(CCN(C)CC3)N2C(C)=O)c1 (stereo not drawn),4,1.5,11,0.0
COc1ccc(-c2nc3scc(CCNC(=O)COc4ccc(Cl)cc4)n3n2)cc1,14,1.1,3,0.1
Cc1cc(C)c(S(=O)(=O)Nc2cccnc2)cc1C,1,3.5,15,-0.2
O=C(CCSc1ccccc1)N1CCN(c2ccccc2)CC1,4,-0.9,-70,-0.3
CCN(CC)C(=O)CN(c1ccccc1Cl)S(=O)(=O)c1ccc(C)cc1,9,2.2,8,-0.1
COc1cccc(C2C(C#N)=C(N)N(c3ncn[nH]3)C3=C2C(=O)CCC3)c1OC (stereo not drawn),4,-0.2,9,0.0
COc1ccc(Cl)cc1NC(=O)NNC(=O)CC12CC3CC(CC(C3)C1)C2,-5,1.1,1,0.1
COc1ccc(C2SCCN2S(=O)(=O)c2ccc(C)c([N+](=O)[O-])c2)cc1Br (stereo not drawn),5,-0.4,2,0.0
O=C(NCC(c1ccco1)S(=O)(=O)c1ccc(F)cc1)C(=O)NC1CCCCC1 (stereo not drawn),10,-0.7,5,-0.4
Nc1nnc(Cc2cccc3ccccc23)s1,26,-1.0,-7,0.0
Cc1cc(-c2cncnc2C2CCCNC2)on1 (stereo not drawn),-2,0.4,-1,0.0
COc1ccccc1CNCC(=O)NCc1ccc(C)cc1,-8,0.7,-11,-0.4
CC(C)OC(=O)c1ccc(NC(=O)COc2ccccc2Cl)cc1,7,2.8,-6,0.0
O=C(Nc1ccccc1F)N1CCN(c2ccc(Nc3ccncc3)nn2)CC1,12,0.8,-12,0.3
CCCCC(CC)CNC(=O)CCn1c(=S)[nH]c2cc3c(cc2c1=O)OCO3 (stereo not drawn),-17,-0.1,-12,0.2
N#Cc1cc2c(nc1SCC(N)=O)CCCC2=O,-2,-1.1,2,0.0
CC(C)(C)c1ccc(S(=O)(=O)N2CC(=O)Nc3ccccc32)cc1,13,-0.4,-10,0.0
COc1cccc(-c2nnn(CC(=O)Nc3ccc(C)cc3C)n2)c1OC,22,-0.8,6,0.2
COc1cc2ccccc2cc1C(=O)Nc1sc2c(c1C(N)=O)CC(C)CC2 (stereo not drawn),4,0.4,-10,0.3
O=C1N[C@@H](Cc2cnc[nH]2)C(=O)N2CCN(C(=O)Oc3cccc4ccccc34)C[C@H]12,9,0.1,-1,-0.3
O=C1CCN(Cc2cc(F)cc(F)c2)CCN1Cc1ccc(Cl)s1,0,0.0,5,-0.1
COCCNC(=O)C(c1ccc(C)o1)N(C(=O)Cn1nnc2ccccc21)c1cccnc1 (stereo not drawn),-42,0.5,-2,0.1
Cc1ccc(C(=O)NCC2CCCO2)cc1Br (stereo not drawn),9,0.2,-17,-0.2
Cc1c(C(=O)NNS(=O)(=O)c2ccccc2Cl)sc(=S)n1C,7,0.3,1,-0.2
Cc1ccc(NS(=O)(=O)c2c[nH]c3ccc([N+](=O)[O-])cc23)cc1,5,0.2,9,-0.1
Cn1c(=O)n(C)c2cc(S(=O)(=O)NCCO)ccc21,-8,1.3,-5,-0.3
CC(C)CNC(=O)c1ccccc1Cl,3,-0.1,-10,-0.3
COc1cc(CNc2ccc(-c3ccc(C(C)=O)cc3)cn2)cc(OC)c1OC,10,0.6,3,0.2
Cc1cc2c(Nc3ccccc3)ncnc2s1,25,-0.9,-6,0.7
Cc1cccc(OCC(O)CN(CCO)CCO)c1 (stereo not drawn),-3,0.0,1,0.0
NC(=O)C1CCN(C(=O)C2C3C=CC(C3)C2C(=O)O)CC1 (stereo not drawn),1,0.0,-3,-0.2
CCNC(=O)[C@@H](NC(=O)c1ccc(OC)cc1)C(C)C,0,-1.9,3,0.0
Cc1ccc(N)cc1NC(=O)Cn1nnc(-c2ccccc2)n1,7,0.2,-5,0.0
CC1CN(C(=O)CCC(=O)NCc2ccccc2Br)c2ccccc2O1 (stereo not drawn),3,2.5,-1,-0.1
Cc1ccc(C(=O)Nc2c(C(=O)Nc3ccc(C(C)C)cc3)cnn2-c2ccccc2)cc1,3,0.5,11,-0.1
CCCn1c(=S)[nH]c2cc(C(=O)N3CCCC(C(=O)OCC)C3)ccc2c1=O (stereo not drawn),-12,-0.2,-1,0.1
Cc1sc(NC(=O)CCc2ccccc2)c(-c2nc3ccccc3s2)c1C,-3,-0.3,-3,-0.1
CCS(=O)(=O)Nc1cccc(N2CCC(NCCCc3scnc3C)CC2)c1,8,-0.5,-3,0.1

# (cont.)
SMILES,MITF inh,GPR151 ag,TEAD-YAP block,FBW7 activator
COc1ccc(NC(=O)CSCc2ccc(C#N)cc2)c(OC)c1,16,-1.4,-13,0.8
O=C1CN(c2ccccc2)C(=O)C1C(=O)Nc1ccccc1 (stereo not drawn),-12,-1.8,-28,0.1
CC(=O)N(c1ccc(Cl)cc1)c1cn(C(C)=O)c2ccccc12,-1,0.5,7,0.0
COc1ccc(C2CCN(CC(=O)N3CCCC3)CC2)cc1,17,-0.5,5,0.4
CCOC(=O)c1sc(NC(=O)CSc2nnc(CNC(=O)c3ccc(OC)cc3)n2C2CCCCC2)c(C(=O)OCC)c1C,6,0.3,-1,0.1
Cc1cc2c(cc1C)N(C(=O)CSC1=NCCS1)C(C)(C)c1ssc(=S)c1-2,21,0.2,6,-0.7
COc1ccc(-n2c(C)cn3c4c(=O)n(CC(N)=O)c(=O)n(C)c4nc23)cc1,-1,-0.2,-10,-0.1
COc1cccc2cc(C(=O)N3C(C)CCCC3C)c(=O)oc12 (stereo not drawn),-4,-1.2,-1,-0.1
O=C(OCc1ccc([N+](=O)[O-])cc1)c1cc2ccccc2cc1O,3,1.0,-1,-0.1
O=C(c1ccncc1)N1CC[C@@H]2[C@H](CCCN2Cc2cccc(F)c2)C1,3,-0.3,-10,-0.2
CCNS(=O)(=O)c1cc(OC)c(Cl)cc1OC,4,0.7,-3,-0.1
O=C(CN(C(=O)CNC(=O)c1ccco1)c1ccccc1F)NC1CCCCC1,7,0.6,8,0.5
O=C(NCc1ccco1)C1CCN(S(=O)(=O)c2cccc3cccnc23)CC1,-6,-0.5,-3,0.1
COc1ccc(C(CCO)NC(N)=S)cc1OC (stereo not drawn),1,1.0,-7,0.0
O=[N+]([O-])c1ccc(/C=C/CSc2nnc(-c3ccco3)n2-c2ccccc2)cc1,-1,-1.2,-2,0.0
O=C(Nc1ccc2c(c1)OCO2)C1CCCN1C(=O)OCc1ccccc1 (stereo not drawn),16,0.4,3,0.0
Cc1ccc(C(=O)COc2ccccc2O)cc1,9,-0.2,-8,0.1
CC(C)(C)c1nnc(NC(=O)CCN2C(=O)C3C4C=CC(C4)C3C2=O)s1 (stereo not drawn),7,0.4,-1,-0.2
COc1ccccc1Nc1nc(-c2ccccc2)c2cc(Cl)ccc2n1,-10,-0.3,-3,-0.1
CCCCN1C(=O)C2C(C(=O)Nc3ccc(Cl)c(Cl)c3)C3(C)C=CC2(O3)C1C(=O)NC1CCCCC1 (stereo not drawn),-12,-0.1,2,0.0
Cc1nc(CNC(=O)CCC2(Cc3cccc4ccccc34)CCC(=O)N2)cs1 (stereo not drawn),-6,-1.2,-10,0.0
CCOC(=O)c1c(NC(=O)c2ccc(S(=O)(=O)N3CCN(C(=O)OCC)CC3)cc2)sc2c1CCN(C)C2,-1,0.7,-5,-0.2
COc1ccccc1COC(=O)COc1ccccc1C#N,9,0.9,-2,0.1
NC(=O)c1ccccc1NC(=O)C1CC=CCC1C(=O)O (stereo not drawn),1,0.7,9,-0.2
CCOc1ccccc1CNc1sc2c(c1C(=O)Nc1ccccc1OCC)CCC2,1,1.0,2,-0.1
Cc1nn(C(=O)c2cccc(S(=O)(=O)N3CCCCC3)c2)c(C)c1S(=O)(=O)N1CCCC1,17,0.6,-4,0.0
Cc1nn(C)c(Cl)c1CN1CCC(n2nccc2NC(=O)C2CCCC2)CC1,-4,-0.7,10,0.5
CN(Cc1cccs1)C(=O)CSc1nc2ccccc2[nH]1,-3,1.8,-27,-0.1
Cc1ccc(C)c2nc(SCC(=O)Nc3nccs3)c(C#N)cc12,2,-0.2,-5,0.0
COc1ccc(C2CC(=O)C3=C(C2)NC(C)=C(C(=O)OCCOc2ccccc2)C3c2ccc(O)cc2)cc1 (stereo not drawn),-3,-0.2,3,0.0
Cc1ncsc1C(=O)N[C@H](Cn1nc(-c2cccs2)ccc1=O)C(C)C,24,-1.9,1,-0.1
CCOc1ccc(C2C(C(=O)O)c3ccccc3C(=O)N2C)cc1 (stereo not drawn),10,-0.7,-9,0.0
CC1(C)CC(=O)C2=C(C1)OC1=C(C(=O)CC(C)(C)C1)C2c1ccccc1C(F)(F)F,2,1.4,21,0.0
O=C(NCC(c1ccco1)N1CCOCC1)C1CC1 (stereo not drawn),8,-1.5,9,0.1
Nc1nc(Nc2ccc(Oc3ccccc3)cc2)cc(-c2ccc(N3CCOCC3)nc2)n1,-4,1.4,-7,0.0
COc1cc(C(=O)OC(C)C#N)cc(Br)c1O (stereo not drawn),-4,-0.7,-4,-0.1
Cc1nn(S(=O)(=O)c2ccc(F)cc2)c(C)c1S(=O)(=O)N1CCCC(C)C1 (stereo not drawn),15,-1.2,3,0.0
COc1cccc2cc(-c3nc4ccccc4[nH]3)c(=Nc3ccc(C#N)cc3)oc12,-6,1.3,-55,-0.1
COc1cc(Nc2nc(Nc3ccccc3)nc3c2ncn3-c2ccsc2)cc(OC)c1OC,2,0.1,23,-0.2
